CHO-K1 Ca antag: nonselective inhibitor or artifact in parental CHO-K1 cells; ATP-induced calcium, Fluo-8 fluorescence; inhibition, % at 3 µM; 0.6% of 360,000 active; AID 602250;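 active = inhibition above a per-plate cutoff, the plate's mean sample inhibition plus 3 SD, cut at about 24% in these data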;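 note: 0% = DMSO plus EC80 ATP and 100% = DMSO alone without ATP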
TAAR1 agonist: human TAAR1 agonists, primary screen, Fluo-8 calcium fluorescence, CHO RD-HGA16 cells | 0.99% of 360,000 active | activation, % at 3 µM | Trace amine-associated receptor 1 (Homo sapiens), Q96RJ0 | vehicle wells 0%, saturating PEA agonist 100%;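 active = activation above the mean activation of all test compounds in the run plus 3 SD, cut at about 38% in these data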
Target sequence (Q96RJ0 whole entry, looked up): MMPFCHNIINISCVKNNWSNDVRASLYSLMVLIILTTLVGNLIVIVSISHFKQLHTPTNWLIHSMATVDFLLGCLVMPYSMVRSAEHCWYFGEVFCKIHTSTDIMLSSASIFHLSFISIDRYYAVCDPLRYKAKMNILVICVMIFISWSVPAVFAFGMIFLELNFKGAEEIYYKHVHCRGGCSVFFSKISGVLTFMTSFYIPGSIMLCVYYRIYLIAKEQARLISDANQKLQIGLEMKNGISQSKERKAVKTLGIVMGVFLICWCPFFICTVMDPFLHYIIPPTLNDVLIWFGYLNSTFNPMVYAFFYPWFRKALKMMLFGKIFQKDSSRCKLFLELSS
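Repeats: no replicates (n 1) | Material: CHO-derived RD-HGA16 cells with stable Gα16 and human TAAR1 | Technique: Kinetic Fluo-8 calcium fluorescence | Schedule: 17-24 h seeding, 75 min 37 °C dye, 30 min RT | Evaluation: % activation from peak over basal fluorescence ratio, DMSO-to-PEA scaled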
M1 antag: human M1 muscarinic receptor antagonists, primary screen, CHO-K1 cells, Fluo-8 calcium fluorescence, 1536-well | CHO-K1 hM1, ACh EC80 antagonist | inhibition, % at 3 µM | 1.3% of 360,000 active | AID 588852, 2011;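 active = percent inhibition above its own plate's cutoff, namely the mean of that plate's compound wells plus 3 SD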;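 note: peak over basal fluorescence ratio during 140 s after agonist addition; 0% = ACh EC80 plus DMSO and 100% = DMSO alone without agonist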
Target sequence (P11229 whole entry, looked up): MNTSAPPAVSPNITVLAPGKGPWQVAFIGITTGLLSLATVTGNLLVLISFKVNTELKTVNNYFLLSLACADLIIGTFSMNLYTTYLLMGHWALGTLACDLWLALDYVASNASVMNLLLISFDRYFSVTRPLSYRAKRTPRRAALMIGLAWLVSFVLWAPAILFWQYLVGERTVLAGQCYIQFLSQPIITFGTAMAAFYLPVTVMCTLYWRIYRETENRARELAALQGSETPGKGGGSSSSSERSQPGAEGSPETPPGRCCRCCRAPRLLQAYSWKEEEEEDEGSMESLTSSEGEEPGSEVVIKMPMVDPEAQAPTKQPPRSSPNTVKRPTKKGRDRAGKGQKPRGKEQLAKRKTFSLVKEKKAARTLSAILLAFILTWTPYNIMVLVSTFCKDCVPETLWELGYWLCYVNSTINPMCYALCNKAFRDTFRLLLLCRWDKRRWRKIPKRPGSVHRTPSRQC
TAAR1 antag: human TAAR1 antagonists, primary screen, Fluo-8 calcium fluorescence, CHO RD-HGA16 cells; inhibition, % at 3 µM; antagonist; Trace amine-associated receptor 1 (Homo sapiens), Q96RJ0; AID 624466, 2012; 1.5% of 360,000 active;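 active = inhibition above a per-plate cutoff, the mean inhibition of test compounds on that plate plus 3 SD, cut at about 49% in these data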;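 note: 0% = DMSO plus EC80 beta-PEA response and 100% = DMSO alone without agonist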
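System: CHO RD-HGA16 cells bearing hTAAR1. Reagent: EC80 β-phenethylamine stimulus. Schedule: seeding 17-24 h prior, 75-min 37 °C, 30-min RT dye loading. Signal: Fluo-8 intracellular calcium dye fluorescence, real-time kinetic reads. Read-out: % inhibition from peak post-agonist over basal fluorescence ratio. Benchmarks: vehicle wells and EC80 agonist wells. Replicates: n of 1.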
CHO-K1 Ca ag: counter-screen for M1 agonists: effect in parental CHO-K1 cells | Fluo-8 calcium fluorescence; scaled to maximal ATP response, vehicle zero | activation, % at 3 µM | 0.48% of 360,000 active; in the data active = activation above about 15%;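 note: untransfected CHO-K1 host cells lacking M1 receptor as counterscreen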
CHO-K1 Ca PAM: nonselective calcium activators in parental CHO-K1 cells, primary screen, counter-screen for M1 PAM project, cell-based, Fluo-8 calcium fluorescence, full deck, 1536-well | 0.02% of 360,000 active | ATP EC20; 0% at ATP EC20, 100% at ATP max | activation, % at 3 µM;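 active = activation above the run cutoff, the mean activation of all test compounds plus 3 SD, cut at about 40% in these data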;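 note: peak over basal fluorescence ratio in a 140 s read after ATP addition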
CHRM1 PAM: human M1 muscarinic receptor positive allosteric modulators, primary screen, CHO-K1 cells, Fluo-8 calcium fluorescence, 1536-well; Muscarinic acetylcholine receptor M1 (Homo sapiens), P11229; CHO-K1 hM1, ACh EC20; 0% = ACh EC20, 100% = maximal ACh; activation, % at 3 µM; 0.088% of 360,000 active; AID 588819, 2011; in the data active = activation above about 19%, passing the limit was not always enough
CHRM1 agonist: human M1 muscarinic receptor agonists, primary screen, Fluo-8 calcium fluorescence, CHO-K1 cells, HTS; CHO-K1 hM1, agonist mode; 0% DMSO, 100% acetylcholine EC100; activation, % at 3 µM; 0.33% of 360,000 active; Muscarinic acetylcholine receptor M1 (Homo sapiens), P11229;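 active = activation above the run's mean compound activation plus 3 SD, cut at about 16% in these data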;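 note: peak over basal fluorescence ratio within a 140 s kinetic read after compound addition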
CHO parental Ca: ATP-evoked calcium signal inhibitors, parental CHO, primary screen, counter-screen for OX1R antagonist project, cell-based, fluorescence, Fluo-8 calcium dye; parental CHO-K1, ATP-induced calcium, Fluo-8 fluorescence; 0.63% of 330,000 active; inhibition, % at 5.6 µM; AID 463079, 2010;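 active = inhibition above that plate's mean sample inhibition plus 3 SD, cut at about 26% in these data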;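 note: 0% = ATP-challenged DMSO wells and 100% = DMSO wells without ATP; some compounds past the cut are filed as inactive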
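Test system: parental CHO cells; detection: calcium-sensitive Fluo-8 fluorescence; evaluation: percent inhibition of calcium signal; also added: ATP as calcium-mobilizing challenge; repeats: one well per compound; control set: ATP-challenged DMSO wells low, unchallenged DMSO wells high; compound: single nominal dose of 5.6 µM per compound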
* marks the source's active call; other numbers are inactive results; nt = no result given; & = joins results of further samples.

SMILES	CHO-K1 Ca antag	TAAR1 agonist	M1 antag	TAAR1 antag	CHO-K1 Ca ag	CHO-K1 Ca PAM	CHRM1 PAM	CHRM1 agonist	CHO parental Ca
CC1(C)C2CCC(C2)C1(C)NC(=O)C[N+](C)(C)C (stereo unspecified)	-7	2	-4	-8	23*	1	11	5	-2
CCc1cc(C(=O)NCC(c2cccs2)N2CCOCC2)sc1C (stereo unspecified)	-14	-1	0	11	1.8	15	3	-5	-15
Cc1ccc2[nH]c3c(=O)n(N)c(C)nc3c2c1	9	-2	4	-4	1.1	8	16	-3	-6
Cc1ccc(CNC(=O)COC(=O)c2cc(C)oc2C)cc1	-5	0	6	-6	-1.0	-6	-2	-6	-9
COc1cc(NC(=S)NC2CC(C)(C)NC(C)(C)C2)cc(OC)c1	-7	0	-4	-19	0.6	4	10	10	4
COc1cc(OC)c(NC(=O)c2sc3ncn(CC(=O)N4CCN(c5ccccn5)CC4)c(=O)c3c2C)cc1Cl	0	11	10	36	4.2	13	-7	-2	-17
CN(Cc1ccccc1)C(=S)NC(=O)c1ccc(-c2ccccc2)cc1	-1	3	-2	20	0.3	14	-1	-9	-6
CCCc1ccc(-c2ccc(C(=O)O)cc2)nc1	-9	3	8	-13	-0.2	19	2	-4	-3
Cc1ccc(OC/C(O)=C(\C#N)c2nc3ccccc3s2)cc1	0	4	-4	4	4.5	15	4	0	-5
COc1ccc(C(=O)Oc2ccc(/C=N/NC(=O)c3cccnc3)cc2OC)cc1	0	15	14	43	5.2	-23	-6	-1	-18
CCOC(=O)c1c(NC(=O)CSc2nnc(C)s2)sc2c1CCC(C)C2 (stereo unspecified)	-8	29	-11	3	0.2	13	7	0	-23
O=C1SCCC1NS(=O)(=O)c1ccc([N+](=O)[O-])cc1 (stereo unspecified)	-17	1	10	-19	2.1	16	0	-3	-11
O=C(Cn1cc(C(F)(F)F)ccc1=O)N/N=C/c1ccc(Cl)cc1Cl	7	2	-1	-7	0.2	3	1	-2	-11
Cc1ccccc1NC(=O)Nc1ccccc1C(=O)NCc1ccccc1	-1	11	-12	0	1.4	20	2	-1	-23
CCn1c2ccccc2c2nnc(SCCN3CCCCC3)nc21	-4	-1	29	-9	0.5	-3	-22	-9	-11
O=C(OCc1ccccc1)N1CCc2ccccc21	-6	6	-15	-30	3.0	22	3	-5	-12
CN(C)C1=NC[C@H](Cc2ccccc2)N1CCCC1CCCC1	-4	45*	11	-15	2.5	0	-9	-9	3
Cc1cc(Br)cn2c(Cc3ccsc3)c(C(C)(C)C)nc12	-19	1	21	-14	1.9	7	-21	-7	nt
Cc1ccc(C(=O)Nc2nc(-c3ccccn3)cs2)o1	-9	-1	-6	1	0.0	19	9	-4	-9
Cc1cc(C(=O)CSc2nc(N)cc(N)n2)c(C)n1CC1CCCO1 (stereo unspecified)	2	2	-14	13	-0.2	-11	2	0	-2
Cc1nn(-c2ccccc2)c(Cl)c1/C=N/NC(=O)c1cccnc1	-10	2	-9	4	2.2	26	6	-4	0
O=C(O)C1CCCCC1C(=O)Nc1nccs1 (stereo unspecified)	-19	5	-24	-11	0.1	18	6	-3	-3
O=C(O)c1cccc(NC(=O)c2cc(-c3cccc(Cl)c3)nc3ccccc23)c1	4	1	4	15	0.3	11	3	-5	-4
COCCn1c(Cc2ccccc2)nnc1SCC(=O)N1CCCC1=O	-7	3	-11	-12	0.0	9	12	-8	-15
CN(C)c1ncnc2c1ncn2C1OC(CO)C(O)C1O (stereo unspecified)	-7	2	-1	-11	0.5	14	4	-2	-4
Cc1ccc(C(=O)N(CC(=O)NC2CCCC2)Cc2cccs2)s1	10	4	-10	1	0.2	10	9	0	-11
Cc1ccc(OCc2nnc(SC3CCc4ccccc4C3=O)n2C)cc1 (stereo unspecified)	0	4	6	-13	1.2	6	-5	-9	-28
CCOc1cc(C(=O)Nc2ccc3c(c2)OCO3)ccc1OCCOc1ccccc1Cl	0	-2	-25	13	2.6	8	3	-2	-8
COc1ccc(NC(=O)CCCCCN2C(=O)c3ccccc3C2=O)c(OC)c1	-4	2	-8	-11	0.7	15	5	-2	-17
O=c1oc2ccccc2c(Nc2cc3ccccc3cc2O)c1[N+](=O)[O-]	16	2	4	2	0.9	-8	-1	1	-22

An excerpt from above in order of their number in CHRM1 agonist, descending.
molecule | M1 antag | CHRM1 PAM | CHRM1 agonist
O=c1oc2ccccc2c(Nc2cc3ccccc3cc2O)c1[N+](=O)[O-] | 4 | -1 | 1
O=C(OCc1ccccc1)N1CCc2ccccc21 | -15 | 3 | -5
Cc1cc(Br)cn2c(Cc3ccsc3)c(C(C)(C)C)nc12 | 21 | -21 | -7
COCCn1c(Cc2ccccc2)nnc1SCC(=O)N1CCCC1=O | -11 | 12 | -8

(more compounds)
SMILES	CHO-K1 Ca antag	TAAR1 agonist	M1 antag	TAAR1 antag	CHO-K1 Ca ag	CHO-K1 Ca PAM	CHRM1 PAM	CHRM1 agonist	CHO parental Ca
O=C(Nc1cccc2ccccc12)c1csc([C@@H]2O[C@H](CO)[C@H](O)[C@H](O)[C@H]2O)n1	0	2	-26	-13	1.0	9	13	1	nt
CC(=O)NC1=NN(C(C)=O)C(c2sccc2C)S1 (stereo unspecified)	-16	4	5	-3	-0.2	5	2	0	-7
CCC(OC(=O)CC1Sc2ccccc2NC1=O)C(=O)NCC1CCCO1 (stereo unspecified)	-11	3	2	2	1.1	5	5	-3	-19
COc1ccccc1OCC(=O)Nc1nc(-c2ccc(S(=O)(=O)N3CCOCC3)cc2)cs1	4	18	-4	36	4.5	7	-6	-1	7
CSC1=NC(C(Cl)(Cl)Cl)N=C(c2ccc(C)cc2)N1 (stereo unspecified)	-13	-2	13	-1	1.3	2	-3	-7	-12
Cc1cc(NC(=O)CSc2nnc(C3CC3)n2N)no1	-9	9	-29	-1	0.5	3	3	0	-7
Cc1ccc(C(c2nnnn2C2CCCCC2)N(C)C2CCCCC2)cc1 (stereo unspecified)	-21	0	-37	-16	0.3	14	8	-2	-4
CCCCN(C(=O)c1cnccn1)c1c(N)n(CCC)c(=O)[nH]c1=O	-9	5	-1	-16	0.5	7	-1	-1	-13
CCOC(=O)c1[nH]c(C)c(C(=O)OCC(=O)Nc2sc3c(c2C#N)CCCCC3)c1C	6	10	-3	0	1.0	0	-3	-4	-18
O=S1(=O)N=C2CCCCCN2C(c2ccc(F)cc2)N1 (stereo unspecified)	-13	7	0	-12	0.8	13	4	-8	-18
COc1ccc(S(=O)(=O)NCCC(=O)NC2CCCCC2C)cc1[N+](=O)[O-] (stereo unspecified)	-15	0	-20	6	0.9	18	8	-3	-4
O=C(CN1CCN(CC(=O)Nc2ccccc2Cl)CC1)NCC1(N2CCCCC2)CCCCC1	-11	-1	-11	8	-0.1	-2	8	-8	-19
CN1C(=O)CSc2ccc(NC(=O)NCc3ccc(F)cc3)cc21	-8	15	0	21	5.8	19	2	-3	-5
COc1ccc(C(=O)N2CCCC(c3ccccc3)C2)cc1 (stereo unspecified)	20	11	-6	28	0.3	-7	4	-2	-7
CCN(CC)S(=O)(=O)c1ccc2c(c1)nc(CCC(=O)OCC(=O)Nc1cc(OC)cc(OC)c1)n2C	-3	1	-2	-1	6.4	17	3	-8	-14
CN(Cc1nc2ccccc2n1C)C(=O)c1cccs1	4	2	-3	1	0.5	-3	2	-3	4
COc1cc(NC(=O)c2cc3c(Cl)nc4ccccc4c3s2)cc(OC)c1OC	-7	18	-6	5	1.2	-6	7	1	-11
O=C(c1n[nH]c2ccccc12)N1CCN(S(=O)(=O)c2ccccc2)CC1	-8	4	-10	11	4.6	8	7	-2	-11
Cc1nc2sc(C(=O)OCC(=O)N3c4ccccc4CC3C)c(C)c2c(=O)[nH]1 (stereo unspecified)	-1	-1	-3	-17	0.0	-13	6	-6	-9
Cc1ccc(Cl)cc1NC(=O)C1CCCN(c2cnccn2)C1 (stereo unspecified)	0	4	-6	-5	1.4	-5	5	-2	-16
O=C(NC(NC(=S)Nc1ccccc1C(=O)O)C(Cl)(Cl)Cl)c1cccc([N+](=O)[O-])c1 (stereo unspecified)	5	7	-3	-20	0.6	-6	4	0	-9
Cc1ccc2cccc(OCC(=O)Nc3ccc4c(c3)OCO4)c2n1	-11	4	-5	4	2.3	-9	9	-7	-8
CCCCCC(=O)N1CCN(CCN=CC2=C(O)CC(c3cccs3)CC2=O)CC1 (stereo unspecified)	0&-17	-1&-2	-15&2	4&-5	-1.1&-0.5	-6&-4	3&-3	-9&-15	-21
CCOC(=O)C1CCN(C(=O)C(=O)c2cn(CC(=O)N3CCCCCC3)c3ccccc23)CC1	-9	1	-5	2	1.4	-5	18	2	-18
N#Cc1cc2ccccc2nc1N	5	4	12	-17	0.0	-11	1	-1	14
Cc1ccc(C(=O)Nc2cc(S(=O)(=O)N3CCOCC3)ccc2N2CCCC2)cc1	-17	13	-8	4	0.6	11	11	-7	-7
CCOc1ccc(C(=O)N2CCN(S(=O)(=O)c3cccs3)CC2)c(OCC)c1	-12	5	6	10	4.9	8	-2	-3	-21
COC(=O)CSc1ccc2nnc(-c3ccc(OC)c(OC)c3)n2n1	-10	0	-10	-8	0.5	32	10	-6	-11
O=C(NCc1ccccc1)C(c1ccc(F)cc1)N(Cc1ccco1)C(=O)c1ccccn1 (stereo unspecified)	4	16	14	40	3.2	1	-8	1	-18
Cc1ccc(N2CCN(c3ccc([N+](=O)[O-])cn3)CC2)c(C)c1	-13	2	-4	12	0.1	8	1	-2	-3
O=C(Nc1ccc(F)c(Cl)c1)c1cc(C2CCCCN2C(=O)c2ccc(Cl)cc2)on1 (stereo unspecified)	-11	0	5	20	2.3	16	-7	-7	nt
O=C(C=Cc1ccccc1)c1c[nH]c2ccccc2c1=O	-13	7	-13	36	1.3	17	5	-2	nt
Cn1c(=O)c2c(O)c(Cc3ccccc3)c(=O)[nH]c2n(C)c1=O	-12	1	-6	0	0.9	23	8	-4	-18

Screens: PubChem BioAssay, The Scripps Research Institute Molecular Screening Center
